Mac1 fbg enh: increases human CD11b/CD18 adhesion to fibrinogen. P05107+P11215. K562 CD11b/CD18 adhesion to fibrinogen, ATPlite luminescence. activation, % at 10 µM. actives 0.07% (n = 93,000). AID 1499;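 active = 10 µM primary screen giving 50% or more activity, confirmed by 40% or more on retest at that dose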; also: strong numbers were not always called active
H69AR growth 86K: growth inhibitors of human H69AR lung tumor cells; H69AR lung tumor viability, ATP luminescence, 72 h; stronger effect = lower value; AID 598; viability, % at 10 µM; actives 6% (n = 85,000);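 active = viability at or below 40%; inactive = viability above 40%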;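 also: multidrug resistant small cell line overexpressing MRP-1 efflux transporter; 100% = mean luminescence of untreated control wells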
HUVEC inhibit: blocks proliferation of human endothelial cells; HUVEC proliferation, CellTiter-Glo luminescence, 72 h; stronger effect = lower value; viability, % at 10 µM (by protocol); actives 1.1% (n = 86,000); AID 648;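 active = viability at or below 30%; inactive = viability above 30%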;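 also: 100% = median luminescence of DMSO-only cell control wells on each plate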
MT1-MMP txn act: activates MT1-MMP transcription. activation factor at 10 µM. actives 0.16% (n = 86,000). HT1080 MT1-MMP promoter luciferase reporter, luminescence, overnight; stronger effect = higher value. AID 750;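 active = activation factor of at least 2 for MT1-MMP transcription at 10 µM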
ERa SRC1 inh: blocks coactivator binding to human estrogen receptor alpha; inhibition, % at 25.6 µM; AID 629; actives 1.7% (n = 86,000); TR-FRET ER-alpha LBD / SRC-1 peptide, estradiol-bound; P03372; in the data active = inhibition above about 50%;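 also: 0% = receptor plus peptide control and 100% = peptide only without receptor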
Target sequence (P03372 whole entry, looked up, the tested form may be a part): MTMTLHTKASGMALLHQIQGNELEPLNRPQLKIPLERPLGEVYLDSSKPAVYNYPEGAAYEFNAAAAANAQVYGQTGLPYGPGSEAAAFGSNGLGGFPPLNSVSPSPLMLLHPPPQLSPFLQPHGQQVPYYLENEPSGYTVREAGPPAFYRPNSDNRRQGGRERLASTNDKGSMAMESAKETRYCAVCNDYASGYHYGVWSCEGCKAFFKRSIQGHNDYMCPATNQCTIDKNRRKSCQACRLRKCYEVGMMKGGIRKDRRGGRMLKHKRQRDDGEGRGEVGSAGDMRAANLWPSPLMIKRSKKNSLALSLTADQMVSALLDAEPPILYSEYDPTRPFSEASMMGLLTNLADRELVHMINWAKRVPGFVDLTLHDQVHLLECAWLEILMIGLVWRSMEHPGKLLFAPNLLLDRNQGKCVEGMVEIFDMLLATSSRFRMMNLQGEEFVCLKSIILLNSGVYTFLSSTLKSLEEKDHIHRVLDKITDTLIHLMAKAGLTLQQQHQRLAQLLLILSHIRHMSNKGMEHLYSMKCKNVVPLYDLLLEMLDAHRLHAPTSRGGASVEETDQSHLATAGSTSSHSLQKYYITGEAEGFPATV
ERa SRC1 pot: enhances coactivator binding to human estrogen receptor alpha | P03372 | TR-FRET ERalpha-LBD/SRC-Cy5 coactivator binding, 2 h; 100 = basal binding, no effect | coactivator binding (% of control), % at 25.6 µM | actives 1.3% (n = 86,000); in the data active = activity above about 200%;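 also: binding measured in presence of low estradiol as agonist stimulus; 0% = peptide alone without receptor and 100% = receptor with peptide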
Smad3 inh: inhibitors of human Smad3 transcription factor binding; TR-FRET Smad3/Dy647-FoxH1 peptide binding, europium anti-His; inhibition, % at 25 µM; actives 0.29% (n = 88,000); AID 630;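 active = compounds that reduce the energy-transfer binding signal between the protein and its labelled peptide by more than half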;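 also: 0% = Smad3 plus labelled peptide maximal FRET and 100% = peptide-only background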
ERb coact inh: ER-beta (human) coactivator binding inhibition; TR-FRET ER-beta LBD / SRC1-Cy5 peptide binding; receptor agonist-loaded with 1 µM estradiol; actives 1.3% (n = 86,000); inhibition, % at 25.6 µM; AID 633; Q92731;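 active = compounds whose percent inhibition of the receptor-coactivator binding signal exceeds about 50% in the single-dose screen, limit read from the data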;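 also: 0% = receptor plus peptide wells without compound and 100% = peptide-only wells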
Fibroblast inh: blocks proliferation of human lung fibroblasts | LL 47 human lung fibroblast viability, ATP luminescence; stronger effect = lower value | viability, % at 10 µM | actives 1.1% (n = 85,000);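 active = viability at or below 50% in the single dose screen; inactive = viability above 50%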;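 also: compound exposure lasted 72 h before the ATP readout; 100% = median luminescence of untreated cell-only wells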
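Times – overnight cell rest, 72 h compound treatment at 37 °C · Test system – human lung fibroblast line LL 47, low passage · Amount – 1,150 cells in each well · Controls – cell-only wells, no compound · Doses – 0.1% DMSO in all compound wells · Measured by – CellTiter-Glo luminescence · Buffer or medium – IMEM plus 15% FBS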
* = called active by the depositor; / = not tested or not shown; + = active, no number; [ ] = remark or other dose. Some of the compounds tested; the hit share may differ from the screen's.

Compound	Mac1 fbg enh	H69AR growth 86K	HUVEC inhibit	MT1-MMP txn act	ERa SRC1 inh	ERa SRC1 pot	Smad3 inh	ERb coact inh	Fibroblast inh
COc1cccc(/C(O)=C2/C(=O)C(=O)N(CCCN3CCOCC3)C2c2ccncc2)c1 (centres undefined)	3	92	97	1.2	-15	100	2	-4	99
O=C(N/N=C/c1ccco1)c1cc(-c2ccccc2)n[nH]1	/	96	94	1.5	26	80	4	35	93
CN(C)CCCNc1cn[nH]c(=O)c1Cl	-3	107	97	1.3	-8	147	-3	1	105
Cc1nc2c(-c3ccc(F)cc3)c(C)nn2c(N2CCOCC2)c1C	-1	71	86	0.9	-4	110	9	0	83
CC(C)OC(=O)C1C(=O)CC(C)(O)C(C(=O)OC(C)C)C1c1cccnc1 (centres undefined)	/	76	92	1	-9	103	5	-2	94
CCCN(Cc1cc2cc(OC)ccc2[nH]c1=O)C(=O)c1ccncc1	-2	25*	80	1.3	-21	97[fluorescence artefact?]	3	-16	85
CC(=O)c1c(C(C)=O)c(C)n(-c2nc(-c3ccc(Br)cc3)c(C)s2)c1C	-2	90	98	1	-1	101	10	-12	100
CCCCNC(=O)Cn1cnc2sc(C(=O)OCC)c(C)c2c1=O	-2	101	90	1	5	129	-127	5[fluorescence artefact?]	102
O=C(Oc1ccc(N(Cc2cccs2)C2=NS(=O)(=O)c3ccccc32)cc1)c1ccc(Cl)cc1	/	108	85	1.1	8	117	10	5	90
COC(=O)c1cc(-c2ccc3c(c2)OCO3)nc2ccccc12	-3	87	80	1.2	5	96	-6	11	84
C=CCOC(=O)C1=C(C)NC(SCC(=O)Nc2nccs2)=C(C#N)C1c1cccs1 (centres undefined)	0	28*	18*	1	25	108[fluorescence artefact?]	0	8	95
CCc1noc(C)c1C(=O)NCCc1ccc(OC)c(OC)c1	-1	94	91	1	8	109	-3	-4	104
O=C(Nc1ccc(N2CCOCC2)cc1)c1ccc(S(=O)(=O)N2CCCCC2)cc1	-2	93	94	1.1	-5	116	10	-1	97
N#Cc1cc2c(nc1SCc1cccnc1)CCCCC2	0	93	113	1.2	-12	100	5	-24	99
OC(c1ccccc1)C1CN(Cc2ccccc2)CCC1(O)c1ccccc1 (centres undefined)	-1	74	99	1.1	21	114	-1	7	88
O=C1C2C3C=CC(C3)C2C(=O)N1c1ncn[nH]1 (centres undefined)	0	87	91	1	-1	148[fluorescence artefact?]	9	1[fluorescence artefact?]	90
O=C1C2C3c4ccccc4C(c4ccccc43)C2C(=O)N1CN1CCOCC1 (centres undefined)	-1	92	99	1.1	2[fluorescence artefact?]	144	5	-1[fluorescence artefact?]	100
O=C(COc1ccc(Cl)cc1Cl)N1CCCCCC1	1	92	100	1.4	-1	105	-4	-2	101
Cc1cc(C(=O)CSc2nc3ccccc3c(=O)n2C)c(C)n1Cc1ccc2c(c1)OCO2	-7	25*	24*	1	-23[fluorescence artefact?]	+[fluorescence artefact?]	-241[fluorescence artefact?]	-7[fluorescence artefact?]	81
CC(=O)NS(=O)(=O)c1ccc(NC(=O)CCC2CCCC2)cc1	4	76	95	/	3	84[fluorescence artefact?]	3[fluorescence artefact?]	3	97

(continued)
Compound	Mac1 fbg enh	H69AR growth 86K	HUVEC inhibit	MT1-MMP txn act	ERa SRC1 inh	ERa SRC1 pot	Smad3 inh	ERb coact inh	Fibroblast inh
Cc1ccc(CCNC(=O)CN2C(=O)COc3ccccc32)cc1	0	94	95	1.1	-11	132	3	0	105
CC(C)c1nnc(NC(=O)c2cccs2)s1	0	91	103	1.3	15	90	-2	12[fluorescence artefact?]	107
O=c1oc(/C=C/c2ccccc2)nc2sc3c(c12)CCC3	-1	57	89	/	-10	98	7	-3	112
Cc1noc(C)c1COC(=O)C1COc2ccccc2O1 (centres undefined)	2	103	105	1.1	3	120	-3	5	98
CCOC(=O)/C(C#N)=C\c1c(C)cc(C)c(COC(C)=O)c1C	/	95	92	1.3	-7	99	3	2	89
Cc1ccc(CNC(=O)C2CC(=O)N(c3ccc(OCC(=O)N4CCCC4)cc3)C2)cc1 (centres undefined)	/	90	100	1.2	-12	100	0	-13	96
Cc1ccc(S(=O)(=O)NCC(=O)OCC(=O)NC(=O)c2cccn2C)cc1	-5	105	88	1	14	94	-5	14	93
O=C1c2ccccc2NC2(CCCC2)N1O	3	105	89	1	8	108	9	3	96
CCOC(=O)c1ccc(NC(=O)c2ccc(NS(C)(=O)=O)cc2)cc1	/	66	93	1.2	-4	121	11	-1	101
CCOC(=O)N1CCN(c2ncnc3c2[nH]c2ccc(OC)cc23)CC1	2	66	79	1.1	4	105	0	8	106
CCOC(=O)N/N=C(\C)c1ccc(Br)cc1	-1	90	95	1.2	-5	93	14	-1	107
CC1CCCCC1NC(=O)CSc1nnc(-c2ccccc2)n1N (centres undefined)	2	107	89	1	2	121	6	4	94
Cc1ccc(C)c(NC(=O)CSc2nc(C)cc(C)c2C#N)c1	/	95	92	0.9	37[fluorescence artefact?]	155[fluorescence artefact?]	32[fluorescence artefact?]	47[fluorescence artefact?]	95
Cc1nc(NC(=O)c2ccco2)sc1C(=O)Nc1ccc(Br)cc1	-4	42	55	1.3	46	162	6	27	94
CCC(CC)=N/N=C/c1c(O)n(CC)c2cc(C3=NNC(=O)CC3)ccc12	/	83	82	1	-15[fluorescence artefact?]	97[fluorescence artefact?]	1	-2[fluorescence artefact?]	101
CCNC(=O)COC(=O)c1cc(-c2ccc(OC)cc2)nc2ccccc12	/	91	79	1.1	0	91	-7	-3	101
CCNC(=O)CN(c1ccc(CC)cc1)S(C)(=O)=O	-1	104	107	/	-3	125	9	-6	97
CCOC(=O)C1=C(C)NC2=C(C(=O)CCC2)C1c1cc(OC)ccc1OC (centres undefined)	3	100	97	1	-3	96	-6	9[fluorescence artefact?]	98
Cc1cc(OCC(=O)N2CCOCC2)cc2oc(=O)c3ccccc3c12	/	106	97	1	17	108	-10	6[fluorescence artefact?]	108
S=C1NCCc2ccccc2C1c1ccccc1 (centres undefined)	/	101	94	1	-6[fluorescence artefact?]	99	-24	-9[fluorescence artefact?]	94

(continued)
Compound	Mac1 fbg enh	H69AR growth 86K	HUVEC inhibit	MT1-MMP txn act	ERa SRC1 inh	ERa SRC1 pot	Smad3 inh	ERb coact inh	Fibroblast inh
O=C(O)CCS(=O)(=O)Cc1ccccc1Cl	0	97	95	1.2	-10	98	-1	-6	103
Cc1cc(C)nc(Sc2ncnc3c2oc2ccccc23)n1	4	52	99	1.2	7	90[fluorescence artefact?]	23[fluorescence artefact?]	-5	93
CCN(CC)CCNC(=O)CCCCn1c(=S)[nH]c2c([nH]c3ccc(OC)cc32)c1=O	-1	100	99	0.9	-6[fluorescence artefact?]	77	16	10	100
CCCn1c(C)cc(C(=O)CN2C(=O)c3ccccc3C2=O)c1C	/	93	105	1.3	-6	106	2	-7	106
CCS(=O)(=O)N1CCC(C(=O)NCc2cccs2)CC1	-4	107	96	1.1	-2	106	5	-2	106
Cc1ccc(NC(=O)N2CCC(C(=O)NCC(C)C)CC2)cc1	-2	89	87	1.1	-5	143	2	-7	101
O=S(=O)(NCCNS(=O)(=O)c1ccccc1)c1ccccc1	-2	98	87	/	-4	108	-7	-6	92
CCOC(=O)c1c(C)c(C(=O)NCCc2ccc(S(N)(=O)=O)cc2)c(C)n1CC	-4	77	94	1.1	3[fluorescence artefact?]	97	8	17	99
CCN(CC)c1ccc(NC(=O)c2cnn(CC)c2)cc1	-2	74	102	1.4	38[fluorescence artefact?]	38[fluorescence artefact?]	-10	78*[fluorescence artefact?]	95
CC1=CCC(C(C)(C)NC(=O)c2ccccc2)C/C1=N\O (centres undefined)	/	98	102	1	-1	111	-3	2	89
N#C/C(=C/c1ccc(Sc2nc3ccccc3[nH]2)o1)c1cccc(Br)c1	1	66	52	1.4	20	96[fluorescence artefact?]	-1	0	90
Cc1ccc(Cn2ccc(NC(=O)c3cc(-c4ccc5c(c4)OCO5)on3)n2)cc1	3	82	84	1.2	41[fluorescence artefact?]	136[fluorescence artefact?]	4[fluorescence artefact?]	32[fluorescence artefact?]	94
Cc1c(NS(=O)(=O)N2CCCC2)c(=O)n(-c2ccccc2)n1C	-4	84	104	1.1	-1	118	-2	1	100
COc1ccc(/C=N/n2cnnc2SCc2ccccc2)cc1	-2	96	109	1.3	-4	119	8	-11	103
CC1=C(C(=O)OCC(C)C)C(c2ccc(F)cc2)NC(=O)N1 (centres undefined)	-1	95	96	1.2	3[fluorescence artefact?]	101	4	3[fluorescence artefact?]	93
COC(=O)c1cccc(S(=O)(=O)N2CCC(c3nc4ccccc4o3)CC2)c1	/	91	89	1.3	-13	104	5	-6	102
CCOC(=O)C1CCN(c2ncnc3c2cnn3-c2ccc(OC)cc2)CC1	/	47	84	0.8	0	95	-7	4	96
Cc1ccc(-c2cn(-c3ccccc3)c3[n+]2CCCS3)cc1	-5	87	88	1.1	-8	97[fluorescence artefact?]	-3	-13	87
COc1cccc(N2CCCn3c2nc2c3c(=O)n(CCN3CCOCC3)c(=O)n2C)c1	-4	97	98	1.1	-3	103	-13	-9	108
CCN1CCN(Cc2cc(=O)oc3ccc(Cl)cc23)CC1	0	94	99	0.8	-2[fluorescence artefact?]	129	1	-9	103
COc1ccc(-c2oc(NC(C)=O)c(C#N)c2-c2ccc(OC)cc2)cc1	-6	69	71	1.3	-2	84	11	-7	97
CCOC(=O)N1CCN(C(=O)COc2ccc(Br)cc2)CC1	-1	104	101	1	6[fluorescence artefact?]	111	8	-4[fluorescence artefact?]	108
CCCCC12CN3CC(C)(CN(C1)C31C(=O)N(C)c3ccc(C)cc31)C2=O (centres undefined)	/	87	92	1.3	6	102	5	3	/

From PubChem BioAssay
